Screening data: PubChem BioAssay, National Center for Advancing Translational Sciences (NCATS)
Tau fibril FP: blocks human tau fibril formation measured by polarization; P10636; Potency, µM (titrated, usually from 57.7 µM), inactives show at the highest dose activity, negative = inhibition, most hits filed as inhibitors; K18 P301L tau heparin fibrillization, Alexa594 FP, 6 h; AID 1468; actives 0.39% (n = 280,000); further: potency means the concentration at half of the fitted maximal effect; on the % scale 0 is the no-effect control and ±100 the full control effect; nearly all actives have a fitted effect of over 55% in size
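K18 P301L tau (15 uM unlabeled/0.24 uM Alexa 594-labeled, final) + compound + heparin 20 uM final; 100 mM NaOAc pH 7; 6 hr 37 C; ThT 30 uM final added, 1 hr RT; FP ex 555/em 632 nm.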
TexasRed fluor: counter-screen for TRb-SRC2 inhibitors: fluorescence interference; TRb/SRC2 Texas Red total fluorescence interference; Potency, µM (highest dose often 106 µM), for inactives: top-dose fluorescence change, negative = quenching; actives 0.29% (n = 280,000); AID 1479; active means well fitted curve in either direction with a large enough effect; inconclusive means small, poorly fitted or top-dose-only effect; further: potency means the concentration at half of the fitted maximal effect; on the % scale 0 is the no-effect control and ±100 the full control effect
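Human TRβ ligand-binding domain (0.6 uM) and Texas Red SRC2 peptide (20 nM) in Tris buffer with 1 uM T3 and 5% DMSO were incubated with pinned compound for 5 hr at ambient temperature. Total fluorescence was computed as S + 2P (555/632 nm).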
Tau fluor counter: counter-screen for tau fibril formation inhibitors; tau K18 P301L (four-repeat tau fragment) Alexa594 fluorescence, heparin fibrillization; Potency, µM (series often up to 57.7 µM), for the others: at the top dose activity change, negative = decrease; actives 0.93% (n = 280,000); further: potency means the concentration at half of the fitted maximal effect; on the % scale 0 is the no-effect control and ±100 the full control effect; nearly all actives have a fitted effect of over 55% in size
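Human K18 P301L tau (15 uM unlabeled plus 0.24 uM Alexa 594-labeled, final) in 100 mM sodium acetate pH 7 was mixed with compound and 20 uM heparin and incubated 6 hr at 37 C.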
TRb-SRC2 inh: TRbeta-SRC2 interaction inhibition; P10828; TRbeta-SRC2 peptide binding, fluorescence polarization; receptor liganded with 1 µM T3; Potency, µM (highest dose often 106 µM), for the others: at the highest dose activity change, negative = inhibition, most hits filed as inhibitors; actives 0.065% (n = 280,000);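 further: potency means the concentration at half of the fitted maximal effect; plate controls were bound peptide for no effect and peptide without receptor for full effect; nearly all actives have a fitted effect of over 50% in size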
Target sequence (P10828 whole entry, looked up): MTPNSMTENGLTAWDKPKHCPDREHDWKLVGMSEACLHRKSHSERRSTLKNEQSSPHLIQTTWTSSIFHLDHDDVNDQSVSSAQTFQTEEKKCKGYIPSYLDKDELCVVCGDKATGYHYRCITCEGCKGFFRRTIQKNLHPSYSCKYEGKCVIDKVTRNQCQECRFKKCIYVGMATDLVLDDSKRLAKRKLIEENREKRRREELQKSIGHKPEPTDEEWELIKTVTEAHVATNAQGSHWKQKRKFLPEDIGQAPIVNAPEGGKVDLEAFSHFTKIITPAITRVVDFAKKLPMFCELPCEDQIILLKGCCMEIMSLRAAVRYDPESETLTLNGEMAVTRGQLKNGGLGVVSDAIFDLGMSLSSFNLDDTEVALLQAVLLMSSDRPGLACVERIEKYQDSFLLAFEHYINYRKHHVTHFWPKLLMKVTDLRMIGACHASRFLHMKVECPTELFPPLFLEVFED
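TRb LBD 0.6 uM + Texas Red SRC2 peptide 20 nM, 1 uM T3, Tris buffer w/ 5% DMSO; compound pinned, 5 h RT; FP read ex 555/em 632; normalized to unbound and bound controls.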
NPSR antag: antagonists of human neuropeptide S receptor cAMP signaling. Potency, µM (titrated, usually from 38.3 µM), for the others: at the top dose activity change, negative = inhibition, hits mostly inhibitors. Q6W5P4. actives 1% (n = 220,000). CHO-NPSR cells, cAMP TR-FRET, antagonist mode; further: potency means the concentration at half of the fitted maximal effect; on the % scale 0 is the no-effect control and ±100 the full control effect; nearly all actives have a fitted effect of over 50% in size; many of its hits are not listed in these tables
Epigenetic derep: regulators of epigenetic silencing causing reporter derepression in mouse cells | murine LDR cells, GFP reporter derepression, 30 h | Potency, µM (highest dose often 53.9 µM), for the others: at the top dose GFP activation, most hits filed as activators | actives 0.2% (n = 280,000) | AID 1865; further: potency means the concentration at half of the fitted maximal effect; % of control where 0% means no effect; nearly all actives have a fitted effect of over 60% in size
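GFP-positive cell count by laser-scanning cytometry (objects 20–120 um) after 30 h, 37 C compound exposure of murine LDR cells; reporter is CMV-GFP integrated at a silenced locus, inducible by HDAC or DNMT inhibitors.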
GLA spleen mod: inhibitors or activators of human alpha-galactosidase in spleen homogenate; actives 0.008% (n = 240,000); P06280; Potency, µM (doses to about 80 µM), inactives show at the highest dose activity change, negative = inhibition, usual class: inhibitors; human spleen homogenate, 4MU-alpha-Gal fluorescence, 40 min; AID 2107;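 further: potency means the concentration at half of the fitted maximal effect; 0% = enzyme with vehicle and -100% = no enzyme basal signal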
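Fluorogenic readout (Ex 365/Em 440 nm) of 4-methylumbelliferone released from 1 mM 4-MU-alpha-galactoside by spleen homogenate, 40 min at 37C, pH 5.0. Data normalized to no-enzyme and enzyme controls; Hill-equation AC50 from compound titrations.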
CBFb RUNX1 block: inhibitors of human CBF-beta and RUNX1 interaction; 230,000 tested, under 10 active; AlphaScreen CBFb-His/RUNX1-biotin binding, biochemical; AID 1477; Q01196+Q13951; Potency, µM (highest dose often 59.8 µM), without a hit: at the highest dose activity, negative = inhibition, actives largely listed as inhibitors; further: % of control where 0% means no effect
Target sequence (Q01196 whole entry, looked up): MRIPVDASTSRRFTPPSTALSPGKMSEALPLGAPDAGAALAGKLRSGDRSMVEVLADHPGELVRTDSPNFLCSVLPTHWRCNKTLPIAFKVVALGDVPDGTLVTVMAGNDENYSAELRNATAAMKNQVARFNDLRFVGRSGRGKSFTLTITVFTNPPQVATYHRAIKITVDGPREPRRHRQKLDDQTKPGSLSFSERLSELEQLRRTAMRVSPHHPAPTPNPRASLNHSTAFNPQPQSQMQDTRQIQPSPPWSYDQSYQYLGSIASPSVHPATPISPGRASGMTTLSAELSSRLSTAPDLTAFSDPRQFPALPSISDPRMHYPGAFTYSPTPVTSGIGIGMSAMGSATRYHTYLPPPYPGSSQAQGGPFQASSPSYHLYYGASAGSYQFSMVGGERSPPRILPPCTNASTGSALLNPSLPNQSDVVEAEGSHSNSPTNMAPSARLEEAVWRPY
Target sequence (Q13951 whole entry, looked up): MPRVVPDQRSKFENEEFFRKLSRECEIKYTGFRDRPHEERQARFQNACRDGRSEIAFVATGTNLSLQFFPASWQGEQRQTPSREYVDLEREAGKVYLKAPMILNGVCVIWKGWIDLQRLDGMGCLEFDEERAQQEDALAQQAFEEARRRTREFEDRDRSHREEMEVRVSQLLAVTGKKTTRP
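Bead-based AlphaScreen assay; binding partners His-tagged CBF-beta and biotinylated RUNX1 at 30 nM each. Compound exposure 15 min after a 20-min protein preincubation; bead step 90 min; all steps at room temperature.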
Active calls of the source: *; u = inconclusive; x = no result given; & = joins results of further samples; [ ] = remark or other dose. Unless noted, the call rests on the fitted dose curve; in most records, active means well fitted curve in the direction sought with a large enough effect; inconclusive means small, poorly fitted or top-dose-only effect, or another doubt; inactive means no such curve, though single readings can be large; an effect the other way counts as inactive or inconclusive.

| compound | GLA spleen mod | TexasRed fluor | NPSR antag | Tau fibril FP | Epigenetic derep | CBFb RUNX1 block | TRb-SRC2 inh | Tau fluor counter |
| --- | --- | --- | --- | --- | --- | --- | --- | --- |
| CCOC(=O)c1c(C)oc2c1c(C(c1cccnc1)N1CCOCC1)c(O)c1ccccc12 (stereo unspecified) | -1.2% | -1.6% | -1.1%[46.1 µM] | -4.8% | u | -16.0% | -3.6% | u |
| Cc1c(NC(=O)c2c(NC(=O)CNC3CC3)sc3c2CCCC3)c(=O)n(-c2ccccc2)n1C | 4.8% | -1.3% | -0.8% | 7.3% | -1.0% | -1.4% | -3.5% | 4.0% |
| Cc1ccc(S(=O)(=O)Cn2nnnc2C(CC(C)C)N2CCN(C)CC2)cc1 (stereo unspecified) | 3.0% | -1.4% | -16.6% | 9.8% | 3.8% | 7.5% | 1.6% | -5.8% |
| CC1CCN(Cc2cc(=O)oc3ccc4ccccc4c23)CC1 | 4.2% | -1.5% | 7.3%[7.67 µM] | 1.5% | -0.3% | 21.6% | -4.2% | -10.8% |
| CC(=O)c1ccc(N2CCN(C(=O)CCn3cnc4onc(-c5ccc(F)cc5)c4c3=O)CC2)cc1 | x | -4.9% | x | 2.3% | -1.3% | x | -5.8% | -10.5% |
| CN(Cc1cnccn1)C(=O)CC1C(=O)NCCN1CC(c1ccccc1)c1ccccc1 (stereo unspecified) | -0.2% | 6.9% | -7.9% | -7.4% | -1.2% | 1.3% | -2.3% | -3.1% |
| COc1cccc(NC(=O)Cn2c(=O)oc3ccccc32)c1 | 1.2% | -0.2% | -9.4%[46.1 µM] | -4.1% | 0.0% | 2.5% | -2.7% | -0.4% |
| CCOc1ccccc1NC(=O)CCS(=O)(=O)c1ccc(OC)cc1 | -6.5% | -4.7%&-0.8% | 20.1% | -4.5%&-0.8% | 0.0%&-0.2% | -2.0% | -2.1%&-1.2% | -3.2%&-2.6% |
| CCOC(=O)c1c(NC(=O)CSc2nnnn2CC)sc(C)c1C | -14.5% | 1.4% | -19.0%[46.1 µM] | 0.0% | -0.7% | -4.7% | -16.7% | -16.5% |
| OCC1OC(C#Cc2ccccc2)C=CC1O (stereo unspecified) | -2.6%&1.8%&13.2%[17.5 µM] | -1.9%&-1.2%&-3.5%[11.2 µM] | x | -5.1%&-2.0%&-2.6%[11.6 µM] | 0.0%&1.1%&2.3%[10.1 µM] | 1.2%&25.2%&-1.6%[13.1 µM] | -4.4%&-1.9%&-0.8%[11.2 µM] | -16.6%&-5.8%&-14.4%[11.6 µM] |
| O=C(c1n[nH]c(=O)c2ccccc12)N1CCN(c2ccccc2)CC1 | -19.7% | -2.6% | -4.5%[46.1 µM] | 4.2% | 3.0% | 0.3% | -0.1% | -3.6% |
| CCN(c1ccc(NC(=O)COC(=O)c2ccc(S(=O)(=O)N3CCCC3)cc2)cc1)C(C)C | -8.1% | -0.9% | -19.9%[46.1 µM] | 5.6% | 3.0% | -4.1% | -12.5% | u |
| COc1ccc(Cc2noc(CN(C)CCN3CCc4ccccc4C3)n2)cc1OC | 10.1% | 0.6% | 19.9% | 3.3% | -0.9% | 4.2% | 5.6% | -7.6% |
| Cc1ccsc1CN(C(=O)c1oc2cc(Br)ccc2c1C)C1CCS(=O)(=O)C1 (stereo unspecified) | x | u | x | -5.8% | 0.0% | x | -9.1% | -22.2% |
| FC(F)(F)c1ccc(Cl)c(N/N=C/c2ccc(N3CCOCC3)s2)c1 | -9.3% | -1.0%[53 µM] | -19.6% | 10.7% | -1.3% | -6.6% | 1.6%[53 µM] | 12.6µM*[quencher] |
| Cc1c(NS(=O)(=O)c2cccc(C(=O)NCc3ccccc3)c2)c(=O)n(-c2ccccc2)n1C | 1.2% | 1.1% | -15.5%[46.1 µM] | 1.4% | -4.5% | -2.7% | -3.4% | -2.6% |
| CCCC(=O)NNC(=O)c1ccoc1C | 3.9% | -4.7% | -1.0% | 8.5% | 0.1% | 3.4% | 0.0% | 0.9% |
| Cn1c(N)c(C(=O)COC(=O)c2cccnc2Cl)c(=O)n(C)c1=O | 0.1% | 4.3% | 9.9% | -0.8% | 0.0% | 5.4% | 4.5% | 0.2% |
| CCc1nc2oc3ccccc3c(=O)c2c(=O)n1-c1ccccc1 | -0.7% | -2.5% | -12.9%[46.1 µM] | 1.0% | 0.1% | 1.1% | -6.1% | -6.1% |
| O=C1N(c2ccc(Cl)cc2)C(c2ccc(Cl)cc2)N2CCCN12 (stereo unspecified) | -13.3% | -2.7% | -2.9% | 0.7% | -1.0% | 3.8% | 10.6% | -16.3% |
| c1ccc(-n2ncc3c(NCC4CCCO4)ncnc32)cc1 (stereo unspecified) | 1.1% | 0.5% | -24.2%[46.1 µM] | -4.5% | 6.4% | 4.6% | -4.0% | -10.3% |
| Cc1c(C(C)(C(=O)O)c2c(C)n(C)c3ccccc23)c2ccccc2n1C | -3.2% | -1.6% | -11.6% | 4.8% | 0.9% | -14.3% | -2.8% | -3.2% |
| O=C(NCCCc1ccccc1)C1CC(=O)N(c2ccc3c(c2)OCCO3)C1 (stereo unspecified) | 5.1% | -0.6% | -5.9%[46.1 µM] | 10.0% | -1.0% | 2.3% | -13.8% | 2.6% |
| COc1ccc(N2C(=O)CC(Sc3nc4ccccc4s3)C2=O)cc1 (stereo unspecified) | 4.7% | 6.6% | -6.0% | -0.2% | -1.1% | 2.0% | -3.5% | -20.2% |
| Cc1ccc(Cn2cccc(NC(=O)CCC3CCCC3)c2=O)cc1 | -4.4% | 0.3% | u | 3.3% | -1.2% | 17.3% | -8.2% | 5.4% |
| Cc1ccnc(N2CCC(C(=O)NNC(=O)c3ccncc3)CC2)n1 | -1.2% | 1.4% | -5.6% | -1.7% | 1.1% | 0.2% | 3.1% | -7.8% |
| O=c1[nH]c(CSc2nnc(NCCCN3CCOCC3)s2)nc2cc(Cl)ccc12 | 9.1% | 1.3% | 3.5%[46.1 µM] | -2.0% | 0.3% | -1.8% | 2.1% | 0.4% |
| CC12CN(C(=O)c3ccccc3Br)CC(C)(CN(C(=O)c3ccccc3Br)C1)C2=O | -1.6% | -0.3% | -8.0% | -6.3% | 1.4% | 8.0% | -4.0% | -16.7% |
| Cc1ccc(-c2nc3cc(Cl)ccc3o2)cc1NC(=O)c1cc2ccccc2o1 | x | -9.5% | x | -4.5% | -0.5% | x | 1.5% | -16.7% |
| COc1ccc(C)cc1NC(=O)C12CCC(C)(C(=O)O1)C2(C)C (stereo unspecified) | 2.4% | -5.8% | -11.7%[46.1 µM] | 4.6% | 0.1% | 3.8% | -6.9% | 0.6% |
| Cc1ccc(NC(=O)COC(=O)C2COc3ccccc3O2)cc1S(=O)(=O)N1CCOCC1 (stereo unspecified) | -1.6% | -1.2% | 4.7% | -10.4% | 0.9% | 3.2% | -11.0% | -5.0% |
| COc1ccc(-c2[nH]ncc2/C=C(/C#N)C(=O)NC2CCCCCC2)cc1 | -18.0% | 1.6% | u | -17.2% | 1.9% | -1.9% | 2.2% | u |
| CCOC(=O)c1ccc(NC(=O)COc2cc3oc(=O)c(CC(C)O)c(C)c3cc2Cl)cc1 (stereo unspecified) | 2.3% | -3.0% | 2.8% | -3.1% | -1.1% | 3.6% | 5.0% | -5.4% |
| O=S1(=O)CCC(=Nc2ccc(Cl)cc2)c2ccsc21 | 6.2% | -6.3% | 15.1% | -2.1% | -1.3% | -2.5% | -4.3% | -6.7% |
| CCCCNC(=O)Nc1c(C(=O)OCC)[nH]c2ccccc12 | 1.7% | 3.0% | u | 6.2% | -1.6% | 18.2% | -18.1% | -1.9% |
| O=c1c2ccc(Cl)cc2nc(-c2ccc([N+](=O)[O-])cc2)n1O | 0.0% | -2.7% | 0.6% | 7.0% | -0.2% | 17.6% | 3.6% | -2.7% |
| NC(=O)CSc1nc(N)c2c3c(sc2n1)CCCCC3 | -5.2% | -0.8% | -11.9%[46.1 µM] | -5.4% | 1.6% | -2.3% | -5.9% | -11.8% |
| CN1CCC(N(C)C(=O)CCc2nc3ccccc3c(=O)[nH]2)CC1 | 4.0% | 0.8% | 7.6%[46.1 µM] | -1.6% | 3.9% | 0.9% | -14.2% | -9.0% |
| CC(C)CC(C(=O)OCC(=O)Nc1ncc(Cl)cc1Cl)N1C(=O)c2ccccc2C1=O (stereo unspecified) | 24.1% | -0.9% | u | 2.6% | 1.1% | -2.7% | -5.5% | 4.9% |
| C/C(=N\Nc1nc2c(s1)CCCC2)c1ccc(Cl)cc1 | -11.2% | -3.9% | -11.5%[46.1 µM] | -12.0% | u | -16.3% | 1.2% | 25.1µM*[quencher] |
| CC(=O)c1ccc(-n2nncc2C(C)(C)C)cc1 | -3.5% | -4.6% | -2.2%[46.1 µM] | 3.5% | 1.2% | -3.7% | 2.8% | 5.8% |
| O=C(/C=C/c1ccco1)NCC1CCCO1 (stereo unspecified) | 6.8% | 1.7% | -3.3%[46.1 µM] | u | -1.2% | 1.7% | -2.9% | -19.9% |
| CCOC(=O)Nc1sc(C)nc1-c1ccccc1 | -5.0% | 5.2% | -6.6%[46.1 µM] | 5.2% | 2.4% | 0.2% | 0.0% | -2.3% |
| CC(C)(C)OC(=O)N1CCC(c2c(C(=O)NCc3ccccc3)cnn2-c2cccc(F)c2)CC1 | x | -0.9% | x | 4.4% | -0.4% | x | 4.7% | -17.3% |
| CC(C)(C)c1ccc(OCC(O)CS(=O)(=O)c2ccccn2)cc1 (stereo unspecified) | 5.0% | 4.5% | -0.9%[46.1 µM] | -7.0% | -4.3% | -2.8% | 1.9% | -12.7% |
| Cc1ccc(CN(c2ccc(C(=O)NCC3CCCO3)cc2)S(C)(=O)=O)cc1 (stereo unspecified) | -2.5% | -2.2% | -12.0% | -1.6% | 6.7% | -1.7% | 5.6% | 6.4% |
| COc1cc(OC)cc(-c2nc3ccccc3c(=O)n2OC(=O)c2ccc(Br)cc2)c1 | -3.7% | -3.3% | -30.3% | 3.4% | -0.9% | -2.9% | -8.4% | -1.9% |
| COc1ccc(CSc2nnc(NC(C)=O)s2)cc1[N+](=O)[O-] | -2.3% | 1.0% | 9.9% | 3.8% | 0.1% | -0.1% | -2.8% | -2.2% |

An excerpt; rates above refer to the full screens.
